APJ agonist = agonists of human APJ apelin receptor. activation, % at 20 µM. CHO-K1 APJ PathHunter beta-arrestin, luminescence; 0% DMSO wells, 100% apelin. 0.11% of 330,000 active. P35414. AID 2520;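 active = activation more than six SD over the plate average, tested at 20 µM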;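 also: 0% = DMSO alone and 100% = apelin-13 at 10 nM; some results filed as inactive read as strong as hits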
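Test system – PathHunter CHO-K1 APJ (AGTRL-1) beta-arrestin reporter cells · Input – 1000 cells/well · Compound – single test compound dose, 20 µM final, 1% DMSO · Times – compound stimulation 90 min at 25 °C, detection 60 min · Technique – beta-gal luminescence · Read-out basis – APJ–arrestin association signal · Control set – negative DMSO alone, positive Apelin-13 at 10 nM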
CCR6 antagonist = blocks CCL20-driven beta-arrestin recruitment at human CCR6; P51684; CHO-K1 CCR6 PathHunter beta-arrestin, luminescence, CCL20-stimulated; inhibition, % at 20 µM; 0.49% of 340,000 active;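 active = compounds whose inhibition of the agonist-driven luminescence signal at 20 µM reaches about 50%, limit read from the data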;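 also: cells stimulated with CCL20 at 14 nM final; plate controls were DMSO with CCL20 for no effect and DMSO without agonist for full effect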
Target sequence (P51684 whole entry, looked up): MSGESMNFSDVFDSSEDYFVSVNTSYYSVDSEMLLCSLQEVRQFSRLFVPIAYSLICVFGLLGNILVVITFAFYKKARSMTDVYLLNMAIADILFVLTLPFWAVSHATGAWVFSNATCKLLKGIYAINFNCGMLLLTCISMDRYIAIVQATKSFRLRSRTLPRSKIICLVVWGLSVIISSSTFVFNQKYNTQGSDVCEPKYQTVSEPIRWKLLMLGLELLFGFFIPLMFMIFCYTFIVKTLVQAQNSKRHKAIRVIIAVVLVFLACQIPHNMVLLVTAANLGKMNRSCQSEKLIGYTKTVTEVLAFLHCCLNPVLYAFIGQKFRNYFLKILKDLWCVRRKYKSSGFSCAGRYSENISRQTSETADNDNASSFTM
APJ antagonist = antagonists of human APJ apelin receptor | CHO-K1 APJ beta-arrestin complementation, luminescence | P35414 | AID 2521 | inhibition, % at 20 µM | 0.32% of 330,000 active;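 active = inhibition above about 40% at 20 µM, limit read from the data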;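 also: cells challenged with 10 nM apelin-13 agonist together with compound; plate controls were apelin-13 plus DMSO wells for no effect and DMSO wells lacking apelin-13 for full effect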
tim23-1 inh = growth inhibitors of tim23-1 mutant yeast; 1.3% of 330,000 active; S. cerevisiae tim23-1 growth, BacTiter-Glo luminescence, 24 h; AID 463212; inhibition, % at 20 µM;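 active = growth inhibition of the mutant yeast at or above 50%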;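 also: temperature-sensitive mutant grown at 25 °C; plate controls were DMSO-treated mutant yeast for no effect and medium wells lacking yeast for full effect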
Mdm2-MdmX inh = human Mdm2/MdmX binding inhibition; SaOS-2 split-luciferase Mdm2/MdmX complementation, luminescence; inhibition, % at 8 µM; AID 485346; 3% of 330,000 active; O15151+Q00987;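 active = inhibition of at least 50% at 8 µM in the primary screen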
UPR CHOP act = apoptotic UPR (CHOP) activation; activation, % at 10 µM; 0.34% of 330,000 active; CHO-CHOP luciferase reporter, luminescence; percent of tunicamycin response over DMSO baseline;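 active = at 10 µM dose, activation of 40% or more, normalized to positive control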;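 also: 100% = tunicamycin at 10 µg/mL and 0% = DMSO alone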
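Test system: CHO CHOP reporter cells. Input: 500 CHO-CHOP cells per well. Medium: F12 with 10% FBS. Technique: luciferase luminescence. Measure: percent activation relative to tunicamycin control. Dosing: 10 µM compound, 0.5% DMSO. Timing: 16-18 h cell attachment, then 6 h compound exposure, 37 °C.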
EBI2 antag = antagonists of human EBI2 receptor. P32249. EBI2 beta-arrestin recruitment, luminescence, 7a,25-OHC stimulated. inhibition, % at 5 µM. 0.81% of 360,000 active; in the data active = inhibition above about 38%;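 also: enzyme fragment complementation signal reports receptor beta-arrestin coupling in cells; 0% = agonist plus DMSO wells and 100% = wells without agonist; some results beyond the cut were filed as inactive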
Target sequence (P32249 whole entry, looked up, the tested form may be a part): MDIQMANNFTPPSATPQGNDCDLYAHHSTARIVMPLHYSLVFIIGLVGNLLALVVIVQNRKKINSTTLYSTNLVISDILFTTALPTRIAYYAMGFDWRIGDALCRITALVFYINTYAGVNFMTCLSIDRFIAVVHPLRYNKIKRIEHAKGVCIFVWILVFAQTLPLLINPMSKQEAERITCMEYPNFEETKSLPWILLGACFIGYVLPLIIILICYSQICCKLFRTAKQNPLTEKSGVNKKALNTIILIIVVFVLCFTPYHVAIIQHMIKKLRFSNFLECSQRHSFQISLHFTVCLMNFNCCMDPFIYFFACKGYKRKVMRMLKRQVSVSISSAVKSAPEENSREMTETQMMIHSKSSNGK
XBP1 UPR activ = activators of adaptive arm of unfolded protein response (XBP1). CHO-XBP1 luciferase reporter, IRE1-XBP1 UPR activation, luminescence; percent of tunicamycin response, DMSO as zero. 0.33% of 330,000 active. AID 463104. activation, % at 20 µM;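 active = versus positive control, 20 µM dose yields 30% or more activation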;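 also: 100% = tunicamycin at 10 µg/mL and 0% = DMSO only wells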
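Material: CHO-XBP1 cells stably carrying IRE1-XBP1-driven luciferase reporter / Amount: 1000 cells per well / Compound: 20 µM, 1% DMSO / Times: 6 h treatment, 37 °C / Detection: luciferase luminescence / Measure: % activation of reporter signal versus tunicamycin and DMSO controls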
CXCR6 block = blocks human CXCR6 beta-arrestin recruitment; O00574; CHO-K1 PathHunter CXCR6 beta-arrestin, luminescence; inhibition, % at 20 µM; 0.36% of 360,000 active; in the data active = inhibition above about 34%, passing the limit was not always enough;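 also: antagonist mode with CXCL16 agonist at 10 nM final; 0% = 10 nM CXCL16 with DMSO and 100% = unstimulated wells without agonist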
Target sequence (O00574 whole entry, looked up): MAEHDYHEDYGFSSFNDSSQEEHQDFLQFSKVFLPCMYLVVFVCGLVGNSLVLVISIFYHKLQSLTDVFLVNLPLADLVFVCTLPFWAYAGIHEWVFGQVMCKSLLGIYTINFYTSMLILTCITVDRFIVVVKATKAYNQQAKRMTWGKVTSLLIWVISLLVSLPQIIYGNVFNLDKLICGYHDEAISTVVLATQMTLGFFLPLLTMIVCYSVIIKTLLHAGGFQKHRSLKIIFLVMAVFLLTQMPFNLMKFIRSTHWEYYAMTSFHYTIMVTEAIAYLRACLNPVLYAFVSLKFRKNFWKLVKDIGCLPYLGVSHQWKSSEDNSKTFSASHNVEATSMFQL
The depositor's hits bear a star. Not all compounds are listed; count on the stated rates, not on these rows.

Every second line gives: APJ agonist, CCR6 antagonist, APJ antagonist, tim23-1 inh, Mdm2-MdmX inh, UPR CHOP act, EBI2 antag, XBP1 UPR activ, CXCR6 block
- Cc1ccc(NC(=O)CSc2nnc(-c3ccccc3Br)o2)cc1C
→ -6, 7, 6, 12, 18, -0.6, -3, -2, 6
- COc1ccc(CN(Cc2ccc(C(=O)O)cc2)C(=S)Nc2ccc(C)cc2)cc1OC
→ -2, -7, -3, 21, -18, 0.8, -1, 1, 5
- O=S(=O)(NCC(c1cccnc1)N1CCOCC1)c1cccs1 (stereo unspecified)
→ -1, -8, 20, 0, 14, -1.8, -8, -2, 1
- Cc1nc(N2CCCCC2)nc(N2CCCCC2)c1C=O
→ -3, 16, 4, 7, 0, -0.1, 5, 1, -2
- O=C(Cn1c(=O)[nH]c2ccsc2c1=O)NC1CCCCCC1
→ 0, -7, 15, -2, 9, -0.8, -1, -1, 3
- O=C(Nc1cccc(NC(=O)c2ccco2)c1)c1ccc([N+](=O)[O-])cc1
→ 10, -10, -61, -14, 20, 1.3, 0, 0, -8
- CC(=O)N1CCOc2ccc(S(=O)(=O)N3CCC(C(=O)Nc4cc(C)cc(C)c4)CC3)cc21
→ -4, 13, 19, 7, -3, -0.3, 8, -4, 2
- O=c1ccc(-c2ccccc2)no1
→ 1, -7, -9, 19, 17, -1.0, 3, -2, -2
- CCOC(=O)C1CCN(S(=O)(=O)c2ccc(Cl)cc2OC)CC1
→ -6, 0, -13, 17, 27, -1.4, 0, 2, 9
- COc1ccc(C)cc1S(=O)(=O)NC1CCCCCC1
→ 2, 8, 7, 31, 10, -0.4, 0, -3, 8
- Cc1cc(C)n(CC(O)CN2c3ccccc3Sc3ccccc32)n1 (stereo unspecified)
→ -4, 15, -2, 19, 42, -0.3, -2, -4, 4
- CCc1cc2c(=O)[nH]c(N3CCCC3)nc2s1
→ 1, -6, 2, 3, -16, 8.5, -11, 3, -3
- CCOC(=O)c1c(NC(=O)/C=C/c2ccco2)sc(C)c1C
→ -6, -23, 0, 10, 3, -0.7, 8, 0, 9
- NC(=O)c1ccsc1NC(=O)CS(=O)(=O)c1ccccc1
→ 3, 4, 7, -8, 17, 3.3, 1, -3, 4
- COC(=O)c1sccc1NC(=O)c1ccccc1F
→ -4, 16, 14, 10, -1, -0.9, -4, 11, 8
- COc1cccc(-c2cc(C(F)(F)F)n3nc(C(=O)N4CCCCC4c4cccnc4)cc3n2)c1 (stereo unspecified)
→ 8, 11, -4, 42, 19, 2.6, 6, 17, 4
- CC(=O)N1N=C(c2cccc(NS(C)(=O)=O)c2)CC1c1ccc2c(c1)OCO2 (stereo unspecified)
→ -3, -2, 4, -9, -27, 4.2, -12, -5, 8
- Cc1ccc(C(=O)O)cc1-n1c(C)cc(C=O)c1C
→ 0, -1, 6, 12, -31, 1.4, -5, 0, 2
- CCN(c1cccc(C)c1)S(=O)(=O)c1ccc(-c2ccc(=O)[nH]n2)o1
→ -4, 1, 5, -7, 9, 0.1, -2, 0, -6
- COc1ccc(NC2=CC(c3ccc(OC)c(OC)c3)N(c3ccc(OC)cc3)C2=O)cc1 (stereo unspecified)
→ -3, 11, 1, 11, -13, -1.5, 14, 1, -4
- COCCN(CCOC)Cc1c(O)ccc2c1O/C(=C\c1ccc(C)o1)C2=O
→ -1, 11, -12, 16, 20, 2.1, 4, 0, 0
- O=C(CN(C(=O)CCC(=O)Nc1nccs1)c1cccc(F)c1)NCCc1ccccc1
→ -4, 15, -16, -6, 1, 4.3, -7, 1, -6
- CS(=O)(=O)N1N=C(c2ccc(Br)cc2)CC1c1ccc2c(c1)OCO2 (stereo unspecified)
→ 0, 19, 8, -10, -190, 1.8, 12, 0, 8
- CCCN1CCN(C(=S)NCc2ccc(Cl)cc2)CC1
→ -3, 13, 6, 11, 5, 1.4, 5, 6, 1
- Cc1ccc(CN2CC(=O)N3[C@H]4c5cc(Cl)ccc5OC[C@@H]4[C@H](c4ccccc4)[C@]3(C)C2=O)cc1
→ -3, 10, 4, 17, 35, 0.8, 31, -3, 8
- N#CCCN(C(=O)COC(=O)CNC(=O)c1ccc(-c2ccccc2)cc1)c1ccc(F)cc1
→ 5, 4, 18, 11, -19, 0.9, 0, -1, -7
- NNC(=O)c1nc(Cl)c(Cl)c(N)c1Cl
→ 1, 1, -6, 18, -6, -1.6, -7, 0, -14
- O=C1C2C3C=CC(C3)C2C(=O)N1c1cccc(N2C(=O)C3C4C=CC(C4)C3C2=O)n1 (stereo unspecified)
→ -2, -8, -11, 11, -30, -0.2, -15, 1, -4
- O=C(CNS(=O)(=O)c1ccc(Br)s1)N1CCN(C(=O)c2ccco2)CC1
→ 2, 5, 13, 0, 7, -1.1, -5, -2, 1
- Cc1c(Cl)cccc1NC(=S)NCCC(C)C
→ -5, 14, 8, 23, 9, -1.1, 11, -2, -3

Compounds listed so far containing a thiophene ring, fused or not:
Every second line gives: APJ agonist, CCR6 antagonist, APJ antagonist, tim23-1 inh, Mdm2-MdmX inh, UPR CHOP act, EBI2 antag, XBP1 UPR activ, CXCR6 block
- O=S(=O)(NCC(c1cccnc1)N1CCOCC1)c1cccs1 (stereo unspecified)
→ -1, -8, 20, 0, 14, -1.8, -8, -2, 1
- O=C(Cn1c(=O)[nH]c2ccsc2c1=O)NC1CCCCCC1
→ 0, -7, 15, -2, 9, -0.8, -1, -1, 3
- CCc1cc2c(=O)[nH]c(N3CCCC3)nc2s1
→ 1, -6, 2, 3, -16, 8.5, -11, 3, -3
- CCOC(=O)c1c(NC(=O)/C=C/c2ccco2)sc(C)c1C
→ -6, -23, 0, 10, 3, -0.7, 8, 0, 9
- NC(=O)c1ccsc1NC(=O)CS(=O)(=O)c1ccccc1
→ 3, 4, 7, -8, 17, 3.3, 1, -3, 4
- COC(=O)c1sccc1NC(=O)c1ccccc1F
→ -4, 16, 14, 10, -1, -0.9, -4, 11, 8
- O=C(CNS(=O)(=O)c1ccc(Br)s1)N1CCN(C(=O)c2ccco2)CC1
→ 2, 5, 13, 0, 7, -1.1, -5, -2, 1

The results go on.
Every second line gives: APJ agonist, CCR6 antagonist, APJ antagonist, tim23-1 inh, Mdm2-MdmX inh, UPR CHOP act, EBI2 antag, XBP1 UPR activ, CXCR6 block
- CC(=O)c1cc2cc(O)ccc2o1
→ 1, -8, 4, 3, -7, 0.9, -13, 3, -1
- CCOC(=O)C(/C=N/c1cc(C)nn1-c1ccccc1)=C(\C)O
→ 0, 4, 4, 17, 6, 0.4, 0, 2, 9
- O=C(O)c1ccc2c(c1)N(Cc1ccccc1)C(=O)c1ccccc1S2
→ -2, 12, 5, 18, 2, -1.9, 7, -2, 2
- NS(=O)(=O)c1ccc(CCNC(=O)CSc2nnc3ccccn23)cc1
→ 0, -3, -14, 2, 9, -1.6, -16, 2, -2
- O=[N+]([O-])c1ccc2nc(-c3ccccn3)[nH]c2c1
→ -2, 11, 7, 46, -49, 3.6, 9, 6, -6
- CCN=C1SC(C(=O)Nc2cccc(C(=O)O)c2)CC(=O)N1CC (stereo unspecified)
→ -1, 0, -8, 7, -10, -0.4, 3, -1, 10
- Cc1cc(C(=O)NN)c(C)o1
→ -2, 2, 20, 6, -7, -0.7, 3, -3, 5
- O=c1[nH]c(-c2ccco2)nc2sc3c(c12)CCCC3
→ -4, 16, 18, 50*, -117, 3.1, 2, 3, 2
- CCOC(=O)C1=C(C)NC(C)=C(C(=O)OCC)C1C(=O)OCC(=O)N(C)C1CCS(=O)(=O)C1 (stereo unspecified)
→ -1, 4, 12, 16, 14, -2.2, -12, 0, -6
- COc1nc(C)c2cc(C)oc2n1
→ -3, 1, 3, 4, 4, -1.6, -4, 3, 0
- Cc1c(-c2cc(Br)ccc2O)nc2cc3c(cc2c1C)OCO3
→ -2, -2, 6, 9, -4, -0.8, -8, 0, 0
- O=C(NCCN1CCOCC1)Nc1ccccc1
→ 0, 0, -1, 3, -24, -1.0, -5, -1, -7
- O=C1N=C(N2CCCCC2)S/C1=C\c1ccc(Cl)cc1
→ -1, 14, 15, 29, -40, 3.8, 86*, 7, 0
- CCOc1ccc(OCC)c(NS(=O)(=O)c2cn(C)cn2)c1
→ 1, -23, -46, 14, -16, 0.5, -2, -3, 4
- Cc1sc2nc(SCC(=O)NCCO)n(-c3ccccc3)c(=O)c2c1C
→ -4, 6, -11, 2, 22, 0.4, 0, 1, 8
- CC(NC(=O)Cc1c(F)cccc1Cl)C1CCCO1 (stereo unspecified)
→ -2, 4, -7, 10, -16, -0.6, -6, 0, -4
- COCc1cc(C)nc(Nc2ccccc2OC)c1C#N
→ -2, 5, 12, 12, -5, 1.5, 6, 1, -11
- c1ccc(-n2ncc3c(NC4CCCCCC4)ncnc32)cc1
→ -2, -2, 6, 28, -118, 3.8, 18, 3, 1
- COc1cc(NC(=O)CCc2nnc3ccc(NCc4ccco4)nn23)cc(OC)c1
→ 0, 15, -28, -2, 22, 0.3, 1, -5, 6
- CS(=O)(=O)c1ccc(Cl)c(S(=O)(=O)NCc2ccccc2)c1
→ 3, 5, 0, 4, 11, -2.5, -6, -3, 0
- COc1cc(C2N(c3ccc(Cl)c(Cl)c3)C(=O)C3CCCN32)cc(OC)c1OC (stereo unspecified)
→ -6, 9, 17, -5, -19, 3.0, -4, 0, -1
- Cc1ccc(S(=O)(=O)N(C)Cc2nc(-c3ccc(Br)cc3)no2)cc1
→ -3, 49, 5, 17, -9, -0.6, 7, 0, 3
- CC(C)c1ccccc1OCC(=O)Nc1ccc2[nH]ncc2c1
→ 1, 12, -1, 49, 5, 0.5, -6, 1, -2
- O=C(O)c1ccc(N/N=C/c2cc3c(cc2[N+](=O)[O-])OCO3)cc1
→ -2, 35, 9, -3, 32, -0.4, 9, 0, 13
- COc1ccc(S(=O)(=O)NC(CC(=O)NCCc2ccccc2)c2ccco2)cc1 (stereo unspecified)
→ 0, -2, 12, -3, -6, 1.7, -4, 0, 9
- CC(OC(=O)CNC(=O)c1ccc(Br)cc1)C(=O)NC1CCCCC1C (stereo unspecified)
→ -4, 7, -48, 16, -6, -0.6, 3, 1, 3
- O=S(=O)(Nc1cccc(-c2ccc3nncn3n2)c1)c1ccc(Cl)s1
→ -2, 2, 15, 4, 14, -0.7, 3, -3, 0
- CSCCC(NC(=O)c1ccco1)C(=O)NCC(c1ccco1)N1CCCCC1 (stereo unspecified)
→ -3, 12, -5, -7, 10, -0.9, -1, 0, 6
- CC1CCC(NC(=O)CN2C(=O)c3cccnc3Oc3ccc(Cl)cc32)CC1 (stereo unspecified)
→ -1, 12, 10, 36, -26, -0.5, 3, -1, -4
